# SRC2 TRFRET art – flags TR-FRET format artefacts in PPARgamma SRC-2 recruitment agonist screen. TR-FRET artefact counter-screen; active compounds read high. TR-FRET ratio at 8 µM. 0.4% of 200,000 active. AID 1049; in the data active means TR-FRET ratio above about 2000; further: inactives centre near 1500; reference of the scale not given here
# ROMK mod – human ROMK K+ channel modulation, primary screen | Tet-inducible ROMK, thallium flux fluorescence; actives lie on both sides | B-score at 10 µM | 2% of 130,000 active;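 active means signal ratio slope over the read window, or its plate-corrected B-score, at least 3 SD from the plate mean, either direction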;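 further: B-score of the F/F0 ratio slope over 7 to 12 s after thallium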
# Target sequence (P48048 whole entry, looked up): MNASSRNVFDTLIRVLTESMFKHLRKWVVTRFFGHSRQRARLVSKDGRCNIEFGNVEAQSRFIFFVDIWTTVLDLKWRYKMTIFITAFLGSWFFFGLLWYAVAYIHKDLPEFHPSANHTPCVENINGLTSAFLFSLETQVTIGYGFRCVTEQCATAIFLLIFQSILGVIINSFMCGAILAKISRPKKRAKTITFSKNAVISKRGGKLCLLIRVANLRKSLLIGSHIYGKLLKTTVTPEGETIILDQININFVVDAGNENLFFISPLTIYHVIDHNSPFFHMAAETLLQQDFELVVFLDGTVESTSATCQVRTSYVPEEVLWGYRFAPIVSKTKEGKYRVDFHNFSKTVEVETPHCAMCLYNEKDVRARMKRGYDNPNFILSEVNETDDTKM
# PPARg SRC-2 ag – PPARgamma-driven SRC-2 recruitment agonism | P37231 | 0.34% of 200,000 active | activation, % at 8 µM | PPARgamma LBD-SRC-2 recruitment, biochemical; in the data active means activation above about 22%;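 further: 0% = vehicle and 100% = reference agonist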
# Target sequence (P37231 whole entry, looked up, the tested form may be a part): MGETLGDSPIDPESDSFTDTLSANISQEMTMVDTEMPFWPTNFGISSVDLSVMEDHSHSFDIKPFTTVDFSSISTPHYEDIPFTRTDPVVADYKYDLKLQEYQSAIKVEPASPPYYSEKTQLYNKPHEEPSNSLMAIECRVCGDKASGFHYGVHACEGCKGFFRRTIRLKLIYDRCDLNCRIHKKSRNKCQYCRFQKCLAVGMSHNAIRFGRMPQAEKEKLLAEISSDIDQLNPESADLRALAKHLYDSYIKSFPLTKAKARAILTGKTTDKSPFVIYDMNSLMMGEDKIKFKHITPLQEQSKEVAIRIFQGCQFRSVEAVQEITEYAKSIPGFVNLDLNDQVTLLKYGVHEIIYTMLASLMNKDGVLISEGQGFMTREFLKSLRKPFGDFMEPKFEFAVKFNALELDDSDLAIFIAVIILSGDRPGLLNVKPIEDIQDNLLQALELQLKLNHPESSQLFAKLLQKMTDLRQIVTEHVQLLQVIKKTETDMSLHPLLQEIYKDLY
# PPARg SRC-3 ag – agonists of human PPARgamma SRC-3 coactivator recruitment | P37231 | biochemical PPARgamma/SRC-3 coactivator recruitment assay | activation, % at 8 µM | 0.26% of 200,000 active; in the data active means activation above about 23%;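 further: 0% = DMSO and 100% = reference agonist; some compounds past the cut are filed as inactive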
# L major viab – Leishmania major promastigote growth inhibition; Leishmania major promastigotes, resazurin fluorescence viability; inhibition, % at 10 µM; 9% of 200,000 active; AID 1063; in the data active means inhibition above about 50%;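 further: promastigotes grown with compound for 44 hours at 28 °C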
# bIAP inh – blocks bovine intestinal alkaline phosphatase activity | purified bovine IAP, CDP-star luminescence, 30 min | inhibition, % at 20 µM | 190,000 tested, under 10 active;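 active means over 50% inhibition of intestinal alkaline phosphatase at 20 µM in the single-dose screen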
#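 Assay system – bovine IAP enzyme · Quantity – bovine IAP at 1/65,000,000 final dilution · Detection – CDP-star luminescence signal · Times – 30 min reaction at room temperature · Also added – CDP-star substrate at 30 µM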
# Redox H2O2 prof – compounds producing H2O2 with reducing agent – biochemical, NIH compound library profiling, artefact control for MLSCN library redox annotation, primary screen. 0.03% of 200,000 active. activation, % at 10 µM. DTT-dependent redox cycling H2O2, phenol red/HRP absorbance; 100% = 100 µM peroxide control, 0% = buffer;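 active means activation of at least 50% relative to the plate's high and low controls in the primary single-dose screen; inactive means activation below 50%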;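 further: compound incubated with DTT at 0.8 mM final as the reducing agent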
# HMGR II inh – E. faecalis class II HMG-CoA reductase inhibition | purified E. faecalis HMGR, NADPH absorbance 340 nm kinetic | inhibition, % at 10 µM | 0.41% of 190,000 active;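 active means inhibition above a set limit, the median over all tested compounds plus 3 SD, cut at about 9.5% in these data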;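 further: enzyme runs in reverse so mevalonate oxidation gives rising NADPH absorbance; 0% = complete reaction with DMSO and 100% = background rate lacking mevalonate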
# PPARg SRC1 recr – PPARgamma-driven SRC-1 recruitment agonism. PPARgamma-SRC-1 coactivator recruitment biochemical assay. 0.41% of 200,000 active. activation, % at 8 µM. AID 631; in the data active means activation above about 19%;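 further: 0% = DMSO and 100% = reference agonist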
# RAM inhibit – blocks the yeast RAM network; S. cerevisiae dse1pr::URA3 reporter, 5-FOA growth OD615, 2 d; analog-sensitive cbk1-as2 kinase mutant strain; inhibition, % at 50 µM; 1.8% of 190,000 active;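 active means inhibition above a set limit, 3 SD over mean compound inhibition, cut at about 8.4% in these data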;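 further: 0% = DMSO-only wells with no growth and 100% = 10 µM 1-NA-PP1 full growth; inhibition rescues growth on 5-FOA so higher OD means more RAM inhibition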
# S1P3 antagonist – blocks the human S1P3 receptor | 0.27% of 170,000 active | CHO S1P3 NFAT-BLA reporter, FRET fluorescence, antagonist mode | Q99500 | inhibition, % at 4.98 µM;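 active means inhibition above the plate cutoff, the mean inhibition of test wells on that plate plus 3 SD, cut at about 28% in these data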;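 further: cells challenged with S1P at its EC80 of 0.8 µM; blue over green emission ratio from cleaved BLA substrate after 4 h stimulation; 0% = S1P-stimulated wells and 100% = unstimulated DMSO-only wells; some compounds past the cut are filed as inactive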
# * hit, by the source's call; . = no result given.
SMILES,SRC2 TRFRET art,ROMK mod,PPARg SRC-2 ag,PPARg SRC-3 ag,L major viab,bIAP inh,Redox H2O2 prof,HMGR II inh,PPARg SRC1 recr,RAM inhibit,S1P3 antagonist
COCCCN1C(=O)C(O)=C(C(C)=O)C1c1ccccn1 (centres undefined),1699,.,3,5,-6,8,1.8,-7,4,4.3,6
O=C(Nc1ccon1)c1ccc(N2CCCCC2)c([N+](=O)[O-])c1,1620,-0.088,3,2,5,4,0.7,5,0,2.4,-9
Cn1c(=N)n(CC(O)c2ccco2)c2ccccc21 (centres undefined),1601,-0.42,6,17,5,12,-1.0,-2,6,0.9,-17
O=C(CNC(=S)N(CCCN1CCOCC1)Cc1cccs1)N1CCCCCC1,1571,-1.1,2,2,-6,-9,-0.2,5,4,1.2,-11
CCN(CC)S(=O)(=O)c1ccc(C)c(NC(=O)CSc2nc3ccc(C)cc3[nH]2)c1,1567,0.24,7,9,24,-13,0.4,-1,2,1.5,4
COc1cccc(NC(=O)Nc2ccc3c(c2)nnn3C)c1,1491,-0.011,0,5,-3,-13,0.5,-5,-4,3.0,.
CC(CC(=O)Nc1nc2ccccc2[nH]1)c1ccccc1 (centres undefined),1584,.,1,9,29,0,-0.1,0,6,0.1,.
CCCc1ccc(-c2ccc(/C=C/C(=O)O)cc2)nc1,1519,.,-3,0,4,-2,0.8,1,-4,-1.7,-11
CCn1c(SCC(=O)NCc2ccc3c(c2)OCO3)nnc1-c1c[nH]c2ccccc12,1430,.,-3,3,15,-7,2.7,-8,-4,-1.9,-20
CC(=O)N(\C=C/C=C/C=C1\Sc2ccccc2C1=O)c1ccccc1,1602,0.034,5,4,8,9,-0.7,-4,5,5.4,2
O=C(Nc1cccc(C(=O)O)c1)/C(=C/c1ccc([N+](=O)[O-])cc1)NC(=O)c1ccccc1,1428,-0.26,-2,2,-7,0,0.1,0,3,9.9*,5
O=C(CSc1nnnn1C1CCCCC1)N1CCN(C(=O)c2ccco2)CC1,1640,-0.01,7,4,-9,-14,0.4,7,-1,1.1,-9
COc1ccc(CNc2oc(C)nc2C#N)cc1,1430,.,10,10,-3,-3,-0.5,1,6,1.0,8
O=C(NCCC1=CCCCC1)C(=O)NCC(c1ccco1)N1CCN(c2ccccc2)CC1 (centres undefined),1416,-0.21,-11,2,88*,-2,0.2,3,-8,1.4,-2
CCOC(=O)c1sc(NC(=O)c2cc3n(n2)C(C(F)(F)F)CC(c2ccccc2)N3)c(C(=O)OCC)c1C (centres undefined),1614,0.67,7,7,0,5,-0.7,2,2,3.5,.
Cc1ccc(C)c(SCC(=O)OCC(=O)c2ccco2)c1,1544,.,-3,9,-7,0,0.1,.,3,-0.4,.
CC1CCCCN1S(=O)(=O)c1ccc(S(=O)(=O)N(Cc2ccccc2)Cc2ccco2)cc1 (centres undefined),1417,-2.2,4,-1,69*,7,1.1,-4,-6,14*,.
CC(C)(C)NC(=O)NC(=O)COC(=O)c1cccc(F)c1,1617,0.012,1,-2,-6,30,0.3,-4,3,0.3,-5
CC(=O)NC1(C(F)(F)F)C(=O)Nc2c1c(=O)[nH]c(=O)n2Cc1ccco1 (centres undefined),1545,.,6,2,-2,3,0.9,5,3,1.1,-11
O=C(CSc1nnc(-c2cnccn2)n1Cc1ccco1)c1ccc2ccccc2c1,1514,-0.19,3,15,6,7,0.4,0,5,2.6,-38
Cc1cccc(-n2nnnc2SCc2csc(-c3ccccc3)n2)c1,1725,.,8,-2,2,3,2.8,1,8,8.2,-18
CCn1c(SCC(=O)Nc2nc(C)cs2)nnc1C(NC(=O)c1ccccc1Cl)C(C)C (centres undefined),1506,0.0072,12,8,-3,7,0.5,-3,13,1.9,-40
CCCn1cc(SCC(=O)Nc2ccc3c(c2)OCO3)c2ccccc21,1751,.,11,15,9,47,-0.6,-5,5,6.0,.
CCN(CC)S(=O)(=O)c1ccc2c(c1)c(=O)c(C(=O)NCc1ccc3c(c1)OCO3)cn2C,1467,0.041,-10,1,-2,14,0.4,-5,10,0.0,-21
COc1ccc(CCNC(=O)CCCOc2cc(=O)n(C)c3ccccc23)cc1OC,1542,.,2,4,-1,2,-0.9,-1,2,0.7,-11
CCOC(=O)c1ccc(NC(=O)COc2ccc(S(=O)(=O)N3CCCC3)cc2)cc1,1462,.,7,-4,-1,16,1.7,-6,0,1.2,.
Cc1cc([N+](=O)[O-])c(N2CCC[C@@H]2C(=O)O)c([N+](=O)[O-])c1,1491,.,-4,3,-3,21,2.6,3,-3,-0.9,.
CC1(C(=O)N2CC3(CC(c4cccc([N+](=O)[O-])c4)=NO3)C[C@H]2C(=O)NCC(N)=O)CC1 (some centres undefined),1438,0.13,-3,-2,-5,3,-5.3,8,-5,0.3,.
CCOC(=O)c1ccc(NCCOC)c([N+](=O)[O-])c1,1624,0.044,10,-3,-5,20,-0.4,-4,0,0.8,6
CCOc1ccccc1N1CCN(C(=O)c2ccccc2)CC1,1476,.,6,1,11,-2,1.4,-5,-1,1.6,8
COc1ccc(N2CCN(C(=O)Nc3cccc(C(F)(F)F)c3)CC2)cc1,1673,-0.74,6,1,3,14,-0.8,0,2,5.2,.
CCOC(=O)C1CCN(c2ncnc3c2nnn3Cc2ccccc2Cl)CC1,1498,-0.69,0,2,-3,-2,0.2,-6,-1,8.4*,-13
CSc1ccc(/C=N/NC(=O)c2ccc(C)c(C)c2)cc1,1608,0.35,6,6,-1,-4,-0.1,1,10,-0.1,-31
S=c1[nH]nc(-c2cc(-c3ccco3)[nH]n2)n1-c1cccc2ccccc12,1525,.,8,-4,98*,-59,-3.3,-3,-1,1.5,.
O=S(=O)(Nc1cccnc1)c1ccccc1,1492,-0.5,-4,-3,0,-4,-0.1,-2,-2,0.1,-3
CCn1c(SCC(=O)Nc2cccnc2Cl)nnc1-c1ccccc1,1945,-0.61,13,-1,-5,2,-0.2,5,8,-0.3,-7
CSCC[C@@H](Nc1nc(-c2ccccc2)nc2c1oc1ccccc12)C(=O)O,1556,.,0,1,-11,-2,-4.0,-4,4,3.9,15
OC(COc1ccc(Br)cc1)CN1CCOCC1 (centres undefined),1501,1.1,15,-1,-2,1,-0.9,-3,-4,0.8,-28
CCOC(=O)c1ccc(CNC(=O)Cn2nnc(-c3ccccc3F)n2)o1,1615,0.83,0,1,-1,9,7.9,-2,2,0.7,-10
c1cncc(CNc2nc(N3CCOCC3)nc(N3CCOCC3)n2)c1,1627,0.41,6,0,-12,3,0.0,0,1,-0.1,.
O=C(Nc1ccc(Br)cc1)N1CCCC(O)C1 (centres undefined),1486,0.93,6,-1,-1,-8,-0.1,0,0,0.5,-20
O=C(NC1CCCCC1)C(c1ccncc1)N(Cc1ccccc1)C(=O)c1ccc(-c2ccccc2)[nH]1 (centres undefined),1445,.,3,-4,99*,-1,1.2,-3,-1,0.0,.
CCOC(=O)c1ccc[n+](CC(=O)c2ccccc2)c1,1566,-0.25,4,2,7,-1,-0.7,0,4,0.4,-5
COc1cccc(CNC(=O)c2ccc3nc[nH]c3c2)c1,1600,.,0,0,0,-7,0.1,-2,7,1.5,-34
CN1CCN(/N=C/c2ccc(-c3ccccc3)cc2)CC1,1499,-1.1,-4,-2,98*,-4,-0.8,-3,0,-0.5,-9
CCOC(=O)CSc1nnc(CNc2ccccc2Cl)n1-c1ccccc1,1546,0.64,-2,0,0,15,0.2,1,2,-0.2,19
Cc1c(Cl)cccc1Nc1ccccc1C(=O)O,1572,0.22,-4,0,2,-15,0.2,-4,-7,2.0,-5
CCOC(=O)C1/C(=N\O)CC(C)(O)C(C(=O)OCC)C1c1ccc(N(C)C)cc1 (centres undefined),1623,0.18,-1,-3,-2,-3,-0.3,-1,2,1.1,.
O=C(COC(=O)C1(c2ccccc2F)CCCC1)N1CCc2ccccc21,1626,.,12,6,-3,6,-0.3,-4,-1,4.2,-4
O=C1CC(c2ccncc2)c2cc3c(cc2N1)OCO3 (centres undefined),1496,.,1,3,-5,8,2.3,0,1,1.4,-11

# Other structures follow:
SMILES,SRC2 TRFRET art,ROMK mod,PPARg SRC-2 ag,PPARg SRC-3 ag,L major viab,bIAP inh,Redox H2O2 prof,HMGR II inh,PPARg SRC1 recr,RAM inhibit,S1P3 antagonist
Cc1cccc(NC(=S)N(CCCN2CCOCC2)C(C)c2cc3ccccc3o2)c1 (centres undefined),1772,0.045,2,4,81*,-6,-0.7,0,11,1.4,-8
COc1ccc(CCNC(=O)CC(c2ccccc2)c2cccc(C)c2O)cc1OC (centres undefined),1494,-0.44,10,-1,7,-12,-1.0,-2,4,1.1,8
O=C(CNS(=O)(=O)c1ccc(F)c(Cl)c1)N1CCCCCC1,1899,-0.019,5,5,-1,25,-0.6,-5,8,1.1,-17
CN1c2ccccc2-c2nc3ccccc3n2C1c1cccs1 (centres undefined),1595,.,-2,3,20,-8,-0.2,4,5,-0.4,18
COCCNC(=O)/C(C#N)=C/c1c(F)cccc1Cl,1351,-3.7*,-3,2,49,3,-1.8,1,-2,-0.8,3
C[C@@H]1CC[C@@]2(O[C@H](CCO)C[C@@H](O)[C@@H]2O)O1,1443,-0.079,-5,0,-6,-15,0.5,-8,-2,1.6,-16
CC1CN(C(=O)/C=C/c2ccccc2[N+](=O)[O-])CC(C)O1 (centres undefined),1601,0.063,4,-3,-3,-4,-0.6,-1,-1,1.7,-5
Cn1nnnc1SCSc1nnnn1C,1576,0.073,13,8,0,13,0.8,-7,4,2.4,.
Cc1ccc(NC(=O)C2(c3cccs3)CCOCC2)cc1C,1455,0.29,-2,-1,-1,10,0.0,-7,-10,2.8,8
C=CCn1c(=S)[nH]c2nc3c(cc2c1=O)COC(C)(C)C3,1583,1.1,4,10,-1,-5,0.7,-11,10,4.5,.

# A different layout for some results above:
# Below each SMILES – SRC2 TRFRET art, ROMK mod, PPARg SRC-2 ag, PPARg SRC-3 ag, L major viab, bIAP inh, Redox H2O2 prof, HMGR II inh, PPARg SRC1 recr, RAM inhibit, S1P3 antagonist
C[C@@H]1CC[C@@]2(O[C@H](CCO)C[C@@H](O)[C@@H]2O)O1
  1443, -0.079, -5, 0, -6, -15, 0.5, -8, -2, 1.6, -16
CC1CN(C(=O)/C=C/c2ccccc2[N+](=O)[O-])CC(C)O1 (centres undefined)
  1601, 0.063, 4, -3, -3, -4, -0.6, -1, -1, 1.7, -5
Cn1nnnc1SCSc1nnnn1C
  1576, 0.073, 13, 8, 0, 13, 0.8, -7, 4, 2.4, .

# Next section:
SMILES,SRC2 TRFRET art,ROMK mod,PPARg SRC-2 ag,PPARg SRC-3 ag,L major viab,bIAP inh,Redox H2O2 prof,HMGR II inh,PPARg SRC1 recr,RAM inhibit,S1P3 antagonist
Cc1ccc(NC(=O)CN2C(=O)S/C(=C\c3cccn3-c3cccc(C(=O)O)c3)C2=O)c(C)c1,1621,-0.52,-4,-2,-12,0,-3.8,-2,3,3.0,.
CCOc1cccc(C(=O)NC(=S)Nc2cccnc2)c1,1603,-0.56,5,0,-10,6,-0.1,-1,1,0.1,-17
Cc1cc(C)nc(SCC(=O)Nc2ncccn2)n1,1399,0.21,4,3,-5,-2,-0.4,-1,-3,1.1,-4
CCOC(=O)CSc1nc(=O)n2ccccc2n1,1454,0.016,1,-1,9,0,-1.7,-10,-3,0.7,-20

# Rows are unselected. Share with any hit: about 13%.
